Screens as filed in PubChem BioAssay.
VLA-4 inh: inhibition in human VLA-4 binding assay, primary screen, VLA-4 allosteric modulator project, MLPCN library, flow cytometry, VLA-4 expressing cells; Integrin alpha-4 (Homo sapiens), P13612; ligand binding flow cytometry; inhibition, % (about 7 µM as worked out from the volumes in the protocol); 330,000 compounds, 0.2% hits; AID 2557, 2010; in the data active = inhibition above about 50%
Target sequence (P13612 whole entry, looked up): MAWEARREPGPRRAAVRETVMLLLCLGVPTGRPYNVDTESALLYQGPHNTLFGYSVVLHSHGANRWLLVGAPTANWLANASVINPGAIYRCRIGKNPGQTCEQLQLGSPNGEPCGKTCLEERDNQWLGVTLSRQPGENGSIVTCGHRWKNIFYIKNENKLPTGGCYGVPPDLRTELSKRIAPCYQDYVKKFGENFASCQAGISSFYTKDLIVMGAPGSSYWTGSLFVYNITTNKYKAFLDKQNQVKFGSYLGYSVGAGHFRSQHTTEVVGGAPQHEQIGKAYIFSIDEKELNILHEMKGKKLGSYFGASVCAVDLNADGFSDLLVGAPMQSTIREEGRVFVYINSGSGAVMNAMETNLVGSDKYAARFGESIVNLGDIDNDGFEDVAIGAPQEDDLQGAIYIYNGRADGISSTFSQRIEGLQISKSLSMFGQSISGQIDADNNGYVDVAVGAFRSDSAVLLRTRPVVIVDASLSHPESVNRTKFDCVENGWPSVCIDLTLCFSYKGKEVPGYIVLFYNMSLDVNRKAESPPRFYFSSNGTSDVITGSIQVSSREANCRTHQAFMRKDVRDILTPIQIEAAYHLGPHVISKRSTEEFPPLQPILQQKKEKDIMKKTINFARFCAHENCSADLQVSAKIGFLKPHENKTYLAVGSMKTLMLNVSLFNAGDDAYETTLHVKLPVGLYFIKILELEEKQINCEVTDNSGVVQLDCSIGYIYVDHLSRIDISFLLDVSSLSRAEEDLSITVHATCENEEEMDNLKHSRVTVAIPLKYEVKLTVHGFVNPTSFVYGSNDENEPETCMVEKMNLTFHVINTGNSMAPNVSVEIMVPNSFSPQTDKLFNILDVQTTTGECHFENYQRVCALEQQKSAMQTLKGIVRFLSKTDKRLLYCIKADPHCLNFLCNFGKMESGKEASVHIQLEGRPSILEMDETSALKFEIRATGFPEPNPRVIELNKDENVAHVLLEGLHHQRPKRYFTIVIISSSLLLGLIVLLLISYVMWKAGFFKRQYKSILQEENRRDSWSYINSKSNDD
GRK2 inh: compounds blocking aptamer binding on GRK2 – biochemical, human GRK2, bead flow cytometry, HTS, primary screen; Beta-adrenergic receptor kinase 1 (Homo sapiens), P25098; FAM-aptamer displacement from GRK2; inhibition of aptamer binding, % at 10 µM; 330,000 compounds, 0.59% hits; AID 488847, 2010;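 active = inhibition of aptamer binding above 40%, roughly 3 SD of noise, on plates passing a quality check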;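 note: median bead fluorescence of bound FAM aptamer so fluorescent compounds give negative values; no value below 0 was filed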
MEP2-GFP yeast: modulators of MEP2-GFP levels in yeast, primary screen, S. cerevisiae, multiplex flow cytometry, MLPCN library; S. cerevisiae MEP2-GFP strain, 3 h; 100% = DMSO control level; GFP response vs DMSO, % at 10 µM; 330,000 compounds, 0.51% hits; AID 2016, 2009;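 active = GFP response versus DMSO above a set limit, roughly screen mean plus 3 SD, cut at about 180% in these data; inconclusive = fewer than 70 cells counted for a yeast strain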;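 note: median GFP fluorescence of the barcode-gated MEP2-GFP cells per well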
RPL19A-GFP yeast: RPL19A-GFP expression modulators in yeast, primary screen, cell-based, S. cerevisiae, multiplex flow cytometry, MLPCN | S. cerevisiae RPL19A-GFP strain, 3 h; stronger effect = lower value | percent response vs DMSO, % at 10 µM | 330,000 compounds, 0.3% hits;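 active = percent response vs DMSO below 50%; inconclusive = fewer than 70 events counted for the yeast strain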;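 note: median channel GFP fluorescence of the barcoded RPL19A-GFP strain; ratio of sample median GFP to plate DMSO average so 100% = DMSO; lower means less RPL19A-GFP as with rapamycin TOR inhibition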
AGP1 TOR yeast: modulators of AGP1-GFP expression in yeast TOR pathway, primary screen, cell-based, multiplex flow cytometry, S. cerevisiae, MLPCN library; 3 h; GFP as percent of DMSO wells; GFP response vs DMSO, % at 10 µM; 320,000 compounds, 0.02% hits; AID 2066, 2009;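 active = GFP response relative to DMSO above a set limit, near screen average plus 3 SD, cut at about 150% in these data; inconclusive = fewer than 70 cells counted for the yeast strain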;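 note: median GFP channel fluorescence of the gated AGP1 strain per well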
LAP4 TOR yeast: modulators of LAP4-GFP expression in yeast, primary screen, S. cerevisiae, multiplex flow cytometry, MLPCN library; 3 h; median GFP as percent of DMSO wells; GFP response vs DMSO, % at 10 µM; 320,000 compounds, 0.34% hits; AID 2023, 2009;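 active = GFP response vs DMSO above a set limit, about the screen mean plus 3 SD, cut at about 150% in these data; inconclusive = under 70 cell events counted for the yeast strain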
Yeast superoxide: reduction of superoxide in aged yeast, primary screen, HTS; S. cerevisiae aged cells, superoxide DHE fluorescence; stronger effect = lower value; superoxide response (% of plate mean), % at 10 µM; 330,000 compounds, 0.18% hits; AID 2690, 2010;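 active = superoxide response under a set limit, about three screen SD below normal, cut at about 65% in these data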;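 note: yeast aged for seven days with compound at 30 °C before DHE staining; 100% = average MFI of all compound-treated wells on the plate with controls excluded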
CIT2-GFP yeast: modulators of CIT2-GFP expression in yeast, primary screen, S. cerevisiae, GFP fusion, multiplex flow cytometry, MLPCN library; S. cerevisiae CIT2-GFP strain, 3 h; 100 means same as DMSO wells; GFP response vs DMSO, % at 10 µM; 320,000 compounds, 0.065% hits;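 active = GFP response relative to DMSO above a set limit, near the screen mean plus 3 SD, cut at about 150% in these data; inconclusive = Fewer than 70 cells measured for a yeast strain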;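 note: ratio of well median GFP fluorescence to mean of DMSO wells on the plate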
* hit, by the source's call; ? = inconclusive; / = no result given; [ ] = dose if it differs, or a comment. Random draw from the library, and some 1.7% of all compounds hit somewhere here.

SMILES	VLA-4 inh	GRK2 inh	MEP2-GFP yeast	RPL19A-GFP yeast	AGP1 TOR yeast	LAP4 TOR yeast	Yeast superoxide	CIT2-GFP yeast
CC1=C(C(=O)NC2CCC(C)CC2)C2(CCC(C)CC2)OC1=O (stereo unspecified)	-7	4	100	105	108	107	110	123
CCN(CC)S(=O)(=O)c1ccc(NS(=O)(=O)c2ccc(OC)c([N+](=O)[O-])c2)cc1	0	0	99	103	96	91	99	100
CCc1nnc(NC(=O)CSc2nnc(C(C)NC(=O)c3ccccc3)n2C)s1 (stereo unspecified)	5	0	97	94	92	102	107	88
O=C(Cc1ccccc1)CC1(O)C(=O)Nc2ccccc21 (stereo unspecified)	-20	0	110	103	106	109	108	112
O=C(/C=C/c1c(F)cccc1Cl)Nc1ccncc1	23	2	97	97	98	86	90	94
O=C(NCN1CCN(c2ccccc2F)CC1)c1cccnc1	4	0	105	/	108	105	84	118
COc1ccc(Nc2nc(-c3sc(C)nc3C)cs2)cc1	10	0	102	97	85	107	98	90
CCn1c(CSc2ncccn2)nnc1SCC(=O)N1c2ccccc2CC1C (stereo unspecified)	/	1	98	96	89	99	99	93
O=C(N/N=C/c1ccccc1Cl)C1CC1	-3	22	99	103	93	81	94	97
CCOc1ccccc1NC(=O)c1cccc(NC(=O)c2ccco2)c1	-2	1	112	104	102	113	101	105
CCOC(=O)NC1(C(F)(F)F)NC(=O)N(Cc2ccco2)C1=O (stereo unspecified)	/	1	108	109	109	113	102	101
Cc1ccc2c(CN3CCCc4ccccc43)cc(=O)oc2c1C	2	0	93	93	91	89	105	91
COc1cc(/C=N/NC(N)=S)ccc1OCC(=O)Nc1ccc(C)c(C)c1	2	0	98	95	91	92	110	92
COc1cccc(NC(=O)c2oc3ccc(S(=O)(=O)N4CCOCC4)cc3c2C)c1	-11	0	93	99	93	117	96	89
COC(=O)CCCC(=O)N1CCCC(C(=O)c2ccccc2SC)C1 (stereo unspecified)	1	3	104	106	108	100	101	102
COc1ccccc1NC(NC(=O)c1cccnc1)C(Cl)(Cl)Cl (stereo unspecified)	9	1	91	96	102	112	92	90
CSc1nc2sc3c(c2c(=O)[nH]1)CCc1ccccc1-3	23	0	103	102	103	97	112	103
CCOC(=O)c1[nH]c2ccccc2c1NC(=O)c1ccc(Br)o1	-29	2	103	100	98	126	120	101
Cc1ccc2nc(-c3cccc(Br)c3)cc(C(=O)NC3=NCCS3)c2c1	-5	0	97	96	101	122	108	90
Cc1cc(C(=O)NCc2ccccc2Cl)n(-c2ccccc2)n1	-10	0	100	100	103	104	103	98
Cc1ccc(N(C(=O)c2csnn2)C(C(=O)NC(C)(C)C)c2ccccn2)cc1 (stereo unspecified)	7	0	?	?	?	?	96	?
CC1CCN(C(=O)c2cccc(NC(=O)c3cccs3)c2)CC1	0	1	130[may fluoresce violet]	69[may fluoresce violet]	15[may fluoresce violet]	81[may fluoresce violet]	92	?
Cc1nc(NC(=O)CSc2nnc(-c3ccncc3)n2C)sc1C	0	3	102	99	101	91	103	109
CCN1CCN(S(=O)(=O)Cc2ccccc2Cl)CC1	8	2	104	102	101	94	84	95
COC(=O)Cn1nc(-c2ccc(C)cc2)c2ccccc2c1=O	-21	2	103	93	87	120	101	91

11 successive records already listed:
SMILES	VLA-4 inh	GRK2 inh	MEP2-GFP yeast	RPL19A-GFP yeast	AGP1 TOR yeast	LAP4 TOR yeast	Yeast superoxide	CIT2-GFP yeast
Cc1ccc2c(CN3CCCc4ccccc43)cc(=O)oc2c1C	2	0	93	93	91	89	105	91
COc1cc(/C=N/NC(N)=S)ccc1OCC(=O)Nc1ccc(C)c(C)c1	2	0	98	95	91	92	110	92
COc1cccc(NC(=O)c2oc3ccc(S(=O)(=O)N4CCOCC4)cc3c2C)c1	-11	0	93	99	93	117	96	89
COC(=O)CCCC(=O)N1CCCC(C(=O)c2ccccc2SC)C1 (stereo unspecified)	1	3	104	106	108	100	101	102
COc1ccccc1NC(NC(=O)c1cccnc1)C(Cl)(Cl)Cl (stereo unspecified)	9	1	91	96	102	112	92	90
CSc1nc2sc3c(c2c(=O)[nH]1)CCc1ccccc1-3	23	0	103	102	103	97	112	103
CCOC(=O)c1[nH]c2ccccc2c1NC(=O)c1ccc(Br)o1	-29	2	103	100	98	126	120	101
Cc1ccc2nc(-c3cccc(Br)c3)cc(C(=O)NC3=NCCS3)c2c1	-5	0	97	96	101	122	108	90
Cc1cc(C(=O)NCc2ccccc2Cl)n(-c2ccccc2)n1	-10	0	100	100	103	104	103	98
Cc1ccc(N(C(=O)c2csnn2)C(C(=O)NC(C)(C)C)c2ccccn2)cc1 (stereo unspecified)	7	0	?	?	?	?	96	?
CC1CCN(C(=O)c2cccc(NC(=O)c3cccs3)c2)CC1	0	1	130[may fluoresce violet]	69[may fluoresce violet]	15[may fluoresce violet]	81[may fluoresce violet]	92	?

For convenience, two of the compounds above.
SMILES	VLA-4 inh	GRK2 inh	MEP2-GFP yeast	RPL19A-GFP yeast	AGP1 TOR yeast	LAP4 TOR yeast	Yeast superoxide	CIT2-GFP yeast
Cc1ccc(N(C(=O)c2csnn2)C(C(=O)NC(C)(C)C)c2ccccn2)cc1 (stereo unspecified)	7	0	?	?	?	?	96	?
CC1CCN(C(=O)c2cccc(NC(=O)c3cccs3)c2)CC1	0	1	130[may fluoresce violet]	69[may fluoresce violet]	15[may fluoresce violet]	81[may fluoresce violet]	92	?
